# EPAC2 agonist: qHTS for Agonist of cAMP-regulated guanine nucleotide exchange factor 4 (EPAC2): primary screen; EPAC2 activation, biochemical qHTS; response scale: 100% = 6.5 mM cAMP response; Potency, µM (top dose mostly 154 µM), for inactives: at the top dose activation, usual class: activators; 360,000 compounds, 0.079% hits; AID 720711, 2013; also: potency is read from the fitted curve at half-maximal effect; nearly all actives have a fitted effect of over 50% in size
#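 Setup: EPAC2 100 nM, labeled Rap1B complex 250 nM, free GDP 50 uM. Compound titrations pinned in, brief spin, 5 min room temperature incubation. Kinetic fluorescence read over 30 min, normalized to 6.5 mM cAMP.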
# pAkt inh: HTS Assay for Inhibitors of Akt Phophorylation: Primary Screen | Neuro2A IGF-stimulated pAkt S473 HTRF, 20 min; stronger effect = lower value | activity change, % for hits at 50 µM | 360,000 compounds, 0.32% hits; in the data active = activity change below about -80%; inconclusive = mostly about -51% to -80%; also: % is scaled to controls: 0 for no effect and ±100 for the full control effect
#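 Neuro2A cells in DMEM with 0.5% FBS, overnight at 37 deg C, given compound at single 50 µM final, then IGF (6 nM final) for 20 min at 37 deg C. Lysed; phospho-Akt Ser473 by HTRF after 24 h, 665/615 ratio.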
# PTHR1 ag: qHTS for PTHR1 Agonists: Primary Screen; HEK293 GP2 PTHR1 cells, GloSensor cAMP luminescence, 1 h; Potency, µM (highest dose often 115 µM), inactives show at the highest dose activation, actives largely listed as activators; 410,000 compounds, 0.075% hits; AID 743266, 2014; also: potency is read from the fitted curve at half-maximal effect; nearly all actives have a fitted effect of over 55% in size; some results filed as inactive show a strong effect at the top dose; inactives centre near -15; many of its hits are not listed in these tables
# Target sequence (Q03431 whole entry, looked up): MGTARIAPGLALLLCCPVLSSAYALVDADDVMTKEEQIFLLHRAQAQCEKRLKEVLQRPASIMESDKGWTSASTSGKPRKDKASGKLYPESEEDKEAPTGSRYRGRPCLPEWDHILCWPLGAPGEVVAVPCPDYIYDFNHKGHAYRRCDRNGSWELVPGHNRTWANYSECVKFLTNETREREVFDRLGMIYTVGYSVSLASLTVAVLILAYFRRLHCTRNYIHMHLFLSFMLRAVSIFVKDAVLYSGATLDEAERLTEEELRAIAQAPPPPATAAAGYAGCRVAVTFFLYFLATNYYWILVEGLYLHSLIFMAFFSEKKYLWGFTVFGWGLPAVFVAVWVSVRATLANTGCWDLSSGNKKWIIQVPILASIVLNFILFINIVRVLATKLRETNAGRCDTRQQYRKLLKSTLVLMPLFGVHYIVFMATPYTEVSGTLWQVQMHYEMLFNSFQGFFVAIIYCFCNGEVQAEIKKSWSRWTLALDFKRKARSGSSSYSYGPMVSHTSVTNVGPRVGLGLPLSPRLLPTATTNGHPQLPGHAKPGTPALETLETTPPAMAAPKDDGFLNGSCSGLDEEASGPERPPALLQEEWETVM
#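 HEK-293-derived GP2 cells expressing PTHR1 and a GloSensor cAMP reporter, 3,000/well, plated overnight, given luciferin plus IBMX (each 0.5 mM as added) for 1 h at 37 °C, then compound for 1 h at 37 °C. Luminescence was read after 15 min at room temperature.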
# MmCpn inh: Inhibitors of TCP-1 ring complex (TRiC) of Methanococcus maripaludis (MmCpn): qHTS; 330,000 compounds, 0.031% hits; Potency, µM (highest dose often 76.9 µM), without a hit: top-dose activity, negative = inhibition, most hits filed as inhibitors; Chaperonin Mm-Cpn (Methanococcus maripaludis); purified Mm-Cpn ATPase, ADP Transcreener TR-FRET; AID 504842, 2011; also: potency is read from the fitted curve at half-maximal effect; % is scaled to controls: 0 for no effect and ±100 for the full control effect; nearly all actives have a fitted effect of over 80% in size
#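 25 nM Mm-CPN + cpd, 10 min 37°C; + 10 uM ATP, 30 min 37°C; buffer 30 mM Tris pH 7.4, 100 mM KCl, 5 mM MgCl2, 1 mM DTT; Transcreener ADP HTRF detection 30 min RT.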
# D3 antag: qHTS of D3 Dopamine Receptor Antagonist: qHTS; D(3) dopamine receptor (Homo sapiens), P35462; D3R cells, DiscoveRx beta-arrestin luminescence, antagonist mode; stronger effect = lower value; max response, negative = inhibition, %; 360,000 compounds, 2.5% hits; AID 652054, 2013; in the data active = max response below about -50%; inconclusive = no clear call, values can overlap the other calls; also: % is scaled to controls: 0 for no effect and ±100 for the full control effect; mostly tested at two doses, the higher about 12 µM
# Target sequence (P35462 whole entry, looked up): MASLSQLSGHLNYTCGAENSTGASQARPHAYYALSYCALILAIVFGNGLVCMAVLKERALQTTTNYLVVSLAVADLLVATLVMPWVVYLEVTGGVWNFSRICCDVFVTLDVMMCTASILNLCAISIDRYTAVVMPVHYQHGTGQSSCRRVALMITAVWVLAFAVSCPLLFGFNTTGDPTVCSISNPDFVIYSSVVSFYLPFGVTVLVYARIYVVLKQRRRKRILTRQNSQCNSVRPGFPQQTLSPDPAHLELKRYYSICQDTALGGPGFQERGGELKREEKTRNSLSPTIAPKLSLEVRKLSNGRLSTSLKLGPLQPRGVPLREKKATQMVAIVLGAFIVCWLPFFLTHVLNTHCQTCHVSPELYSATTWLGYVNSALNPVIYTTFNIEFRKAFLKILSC
#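 Cells expressing the human receptor were seeded at 1500 cells/well, incubated overnight at 37 degrees C in 5% CO2, then exposed to library compounds with dopamine controls for 90 minutes at 37 degrees C before luminescent detection.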
# CCT modulator: High-Throughput Screening for Modulators of Cytosolic Chaperonin Activity. activity change, % (concentration not given with the values), hits read low. purified chaperonin ATPase assay, HTRF ADP detection, 30 min. 360,000 compounds, 0.3% hits. AID 651819, 2012; in the data active = activity change below about -30%; also: % is scaled to controls: 0 for no effect and ±100 for the full control effect
#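 Enzyme 40 or 20 nM (batch-dependent) in Tris pH 7.4/KCl/MgCl2/DTT; cpd 76 uM single point; ATP 10 uM; 30 min 37 °C; Transcreener ADP HTRF detection, 30 min RT; ratio 665/615.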
# DRD3 agonist: qHTS of D3 Dopamine Receptor Agonist: qHTS | max activation, % | AID 652048, 2013 | 410,000 compounds, 0.58% hits | D3R DiscoveRx beta-arrestin cells, luminescence, 90 min | D(3) dopamine receptor (Homo sapiens), P35462; in the data active = max activation above about 30%; also: 0% is about no effect; mostly tested at two doses, the higher about 12 µM
#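 Agonist-mode cell screen: cells plated at 1500/well and incubated overnight at 37 °C, then exposed to library compounds for 90 min at 37 °C. Detection reagent was added for 30–60 min at room temperature, and luminescence was read.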
# EPAC2 antag: qHTS for Antagonist of cAMP-regulated guanine nucleotide exchange factor 2 (EPAC2): primary screen | EPAC2 GEF exchange of Rap1B-BODIPY-GDP, fluorescence | Potency, µM (series often up to 114 µM), without a hit: top-dose activity, negative = inhibition, hits mostly inhibitors | AID 720708, 2013 | Rap guanine nucleotide exchange factor 4 (Homo sapiens), Q8WZA2 | 360,000 compounds, 0.18% hits; also: potency is read from the fitted curve at half-maximal effect; % is scaled to controls: 0 for no effect and ±100 for the full control effect; nearly all actives have a fitted effect of over 45% in size; many of its hits are not listed in these tables
# An asterisk follows results filed as active; i = inactive; ? = inconclusive; / = no result given; [ ] = another dose, or the depositor's remark. Unless noted, calls follow the shape of the dose curve; as a rule, active = well fitted curve in the direction sought with a large enough effect; inconclusive = small, poorly fitted or top-dose-only effect, or another doubt; inactive = no such curve, though single readings can be large; an effect the other way counts as inactive or inconclusive. A portion of the library; count on the stated rates, not on these rows.
# The first 2 entries as a preview:
smiles	EPAC2 agonist	pAkt inh	PTHR1 ag	MmCpn inh	D3 antag	CCT modulator	DRD3 agonist	EPAC2 antag
COc1ccc(NC(=O)CC23CC4CC(CC(Br)(C4)C2)C3)c(OC)c1	14%	i	i	4%	-1	2.6	2	-14%
Cn1c(=O)c2ncn(C)c2n(C)c1=O	8%	i	i	/	6	-2.0	6	4%

# The list itself, previewed entries included:
smiles	EPAC2 agonist	pAkt inh	PTHR1 ag	MmCpn inh	D3 antag	CCT modulator	DRD3 agonist	EPAC2 antag
COc1ccc(NC(=O)CC23CC4CC(CC(Br)(C4)C2)C3)c(OC)c1	14%	i	i	4%	-1	2.6	2	-14%
Cn1c(=O)c2ncn(C)c2n(C)c1=O	8%	i	i	/	6	-2.0	6	4%
O=C(NCc1ccccc1Cl)c1ccc2c(=O)n(CC3CCCO3)c(=S)[nH]c2c1 (stereo not given)	2%	i	-22%	-2%	-6	-4.4	-1	-6%
COc1ccc(N=c2oc3ccc(OC)cc3cc2-c2nc3ccccc3[nH]2)cc1	4%	i	i	/	24	0.3	-2	-1%
CSc1ncccc1C(=O)N1CCC1(C)C(=O)NC(C)C (stereo not given)	8%	i	-3%	/	16	-0.6	3	-2%
CCSc1nnc(NC(=O)CSC2=NN3CCCC(=O)N=C3S2)s1	-1%	i	-23%	1%	0	-1.3	-3	3%
N#Cc1ccc(Oc2cnccn2)cc1	13%	i	0%	-1%	-11	-1.0	-9	4%
Cc1cc2ncn(CC(O)COC3CCCCC3)c2cc1C (stereo not given)	-15%	i	-13%[57.5 µM]	0%	?	-4.0	4	4%
O=C(c1ccccc1NS(=O)(=O)c1ccccc1)N1CCCCCC1	7%	i	-7%	1%	-1	-0.8	0	-1%
Fc1ccc(-c2nc3ccccn3c2NCc2ccc3c(c2)OCO3)cc1	21%	i	i	-3%	3	-3.5	-2	-17%
CCC(CC)C(=O)Nc1ccc(Sc2ccc([N+](=O)[O-])cc2)cc1	6%	i	-3%[57.5 µM]	0%	13	1.1	-5	-7%
O=C(Nc1ccc(Cl)c(S(=O)(=O)N2CCOCC2)c1)c1cc(=O)[nH]c2ccccc12	13%	i	-30%[inhibitor]	-10%	0	-0.6	0	-3%
Cc1cc(C)cc(N(C(=O)c2csnn2)C(C(=O)NC(C)(C)C)c2cccnc2)c1 (stereo not given)	3%	i	i	-1%	22	-1.8	11	-3%
CC1CCCC(C)N1C(=O)c1cccc2c1-c1ccccc1/C2=N/O (stereo not given)	5%	i	i	0%	4	0.5	-1	-4%
COc1ccc(NC(=O)COc2coc(CN3CCCc4ccccc43)cc2=O)cc1	0%	i	-13%	0%	16	-0.9	5	18%
COc1ccc(C(=O)CSc2[nH]c(=O)cc(C(F)(F)F)c2C#N)cc1	1%	i	-31%[inhibitor]	2%	-11	-0.3	1	-2%
Cc1ccc(C)c(Cn2c(=O)n(-c3ccc(CC(=O)NCc4ccco4)cc3)c(=O)c3sccc32)c1	-1%	i	i	-2%	0	0.1	0	13%
COC(=O)c1cccc(NC(=O)CN2C(=O)c3ccccc3C2=O)c1	7%	i	-49%[inhibitor]	0%	-7	-0.3	-3	-2%
O=C(Nc1ccc([N+](=O)[O-])cc1)c1nc[nH]c1C(=O)NC1CCCCC1	-3%	i	i	0%	-7	-1.5	-1	-2%
Cc1cc(/C=N/n2cnnc2)c(C)n1-c1ccc(Cl)cc1	12%	i	i	1%	1	-6.3	-6	-1%
O=C(/C=N\O)NCCCNCc1ccccc1	11%	i	?	1%	12	3.2	-5	-2%
COc1ccc(CNc2cc(C)nc3ncnn23)c(OC)c1	6%	i	-3%	2%	-10	2.8	17	10%
CCOC(=O)C(=CNc1ccc(NC2=NCC(C)S2)cc1)C(=O)OCC (stereo not given)	11%	i	-49%	0%	111	-0.6	11	0%
O=C(CCc1nnc(COc2ccccc2)o1)NC1(c2ccccc2)CC1	9%	i	i	2%	20	0.6	5	-18%
O=C(OCc1c(Cl)cccc1Cl)c1cccnc1Cl	25%	i	i	0%	-24	0.1	-5	-7%
CSc1nc2ccc(NS(=O)(=O)c3cccc(Cl)c3Cl)cc2s1	6%	i	-3%	3%	8	-1.2	2	-4%
CCCn1nc2cc(C(=O)NCc3ccccc3)ccc2c1OCC	4%	i	-17%	-3%	-8	-0.9	-16	-6%
O=C(NCc1ccc2c(c1)OCO2)c1c(-c2ccccc2)sc2ccccc12	5%	i	i	-12%	47	-1.4	67*	-3%
CCN1CCCC(NC(=O)c2scc3c2CCCC3)C1 (stereo not given)	1%	i	-15%	-1%	0	-0.4	-4	9%
CCOc1ccccc1NS(=O)(=O)c1c(C)noc1C	4%	i	-3%[57.5 µM]	-7%	14	-1.1	-3	-7%
COc1cccc(Nc2nc(N)nc(CCl)n2)c1	4%	i	-31%[inhibitor]	2%	-18	2.2	-9	-21%
O=C(Nc1ccc2c(c1)OCO2)c1ccc(S(=O)(=O)N2CCCC2)cc1	-8%	i	-38%[inhibitor]	3%	-3	0.5	0	-6%
CCOc1cc2c(cc1C(C)(C)C)NC(=O)CS2	-5%	i	i	-1%	6	-0.2	-2	-1%
Cc1ccc(-n2c(-c3cccc(C)c3)n[nH]c2=S)cc1	8%	i	?	-18%	-9	-0.8	-2	-1%
COC(=O)[C@@]12C[C@@H](CC(=O)NCCc3ccccc3OC)C(=O)N(CCc3ccc(OC)c(OC)c3)C1=CCC(C)(C)C2	-1%	i	-20%	/	-20	/	-9	-27%
CCN(CC)S(=O)(=O)c1ccc(N2CCOCC2)c(NC(=O)c2cccc3c(=O)c(C)c(-c4ccccc4)oc23)c1	6%	i	-20%	/	33	0.4	3	-8%
C=CCNC(=O)/C(C#N)=C/c1ccc2c(c1)OCCO2	2%	i	-15%	0%	7	-1.5	-2	4%
COc1ccc(C(C(=O)NC(C)(C)C)N(C(=O)CNC(=O)c2cccs2)c2ccc(C)cc2)cc1OC (stereo not given)	5%	i	6%	1%	23	0.6	5	12%
Cc1cccc(-n2c(C)nc3cc(C(=O)N4CCOCC4)ccc32)c1	5%	i	-42%[inhibitor]	2%	12	2.0	4	2%
O=C(O)C1C2CCC(O2)C1C(=O)Nc1ccc(O)cc1 (stereo not given)	-5%	i	i	-1%	12	-0.9	6	14%
CCOC(=O)C(=Nc1ccccc1)NO	-4%	i	-16%	0%	-4	1.0	3	7%
N#CC(c1ccc(Cl)cc1)c1ccc2c(C(F)(F)F)cc(C(F)(F)F)nc2n1 (stereo not given)	-39%[inhibitor]	i	i	-3%	0	0.0	1	-25%
Cc1cc(NC(=O)Cn2cc(C(F)(F)F)cc(Cl)c2=O)no1	0%	i	?	2%	15	-0.6	-3	6%
O=C(COC(=O)c1ccc(Br)o1)Nc1ccc(N2CCOCC2)cc1	3%	i	-4%	0%	1	0.9	-3	-11%
O=C(NC(c1ccc(Cl)cc1)c1cnccn1)C1CCN(Cc2cccc(C(F)(F)F)c2)CC1 (stereo not given)	11%	i	-25%	/	?	0.7	-19	-1%
O=C(COc1ccccc1[N+](=O)[O-])Nc1cc(C(=O)O)cc(C(=O)O)c1	4%	i	-5%	3%	6	0.1	10	3%
Cc1ccc(CCNS(=O)(=O)c2c(C)nc3sccn3c2=O)cc1	-1%	i	i	-1%	22	1.7	2	12%
Cc1c(O)c2ccccc2n(-c2ccccc2)c1=O	5%	i	i	/	0	-0.4	7	9%
COC(=O)CSc1nc(N)c(C#N)c(C(C)C)c1C#N	-1%	i	-1%[57.5 µM]	1%	-18	0.3	-8	5%
O=C(COC(=O)c1ccc[nH]c1=O)NCCc1ccc(Cl)cc1Cl	9%	i	-21%	0%	15	-2.9	2	9%

# Next part:
smiles	EPAC2 agonist	pAkt inh	PTHR1 ag	MmCpn inh	D3 antag	CCT modulator	DRD3 agonist	EPAC2 antag
Cc1ccc(C(=O)CN2CCN(c3ccccn3)CC2)c(C)c1	7%	i	-7%	1%	11	0.0	48*	-3%
C=CC[C@H](CC(=O)OC(C)(C)C)C(=O)OC[C@@H]1CCCN1C(=O)[C@@H](CC=C)CC(=O)N[C@H](CO)Cc1ccccc1	-1%	i	i	0%	0	-2.4	6	0%
COc1ccccc1C(C)NC(=O)Cc1ccsc1 (stereo not given)	4%	i	i	-1%	-4	1.3	5	-13%
O=C(O)c1ccn(COc2ccc(Br)cc2)n1	9%	i	i	1%	0	2.1	-16	17%
O=C(Nc1cccc(-c2cccc(F)c2)c1)C1CCN(Cc2ccco2)CC1	10%	i	-1%	-2%	-18	-1.5	-9	-7%
O=C(Nc1nnc(-c2ccco2)o1)c1cccc(N2C(=O)CCC2=O)c1	1%	i	-4%	-2%	1	0.3	3	8%
Cc1nnc(NC(=O)CSc2n[nH]c(-c3ccccc3)n2)s1	3%	i	-12%	0%	3	1.5	3	-1%
O=C(NCCCn1ccnc1)/C(=C\c1cccnc1)NC(=O)c1cccc(Br)c1	0%	i	23%	-1%	35	3.8	-8	17%
CC1=Nn2c(nnc2-c2cc(-c3ccccc3)n[nH]2)SC1	17%	i	?	0%	?	0.8	10	11%
COc1ccc(-n2c(COc3ccc(C)cc3)nnc2SCC(N)=O)cc1	-9%	i	i	-2%	?	-3.4	1	-4%
O=[N+]([O-])c1ccc(Cl)c(S(=O)(=O)NCC2CCCO2)c1 (stereo not given)	4%	i	-4%	-2%	19	-0.1	10	24%
CCOc1ccccc1N1CC(C(=O)N(C)Cc2cccnc2)CC1=O (stereo not given)	9%	i	i	-2%	5	-2.0	0	-2%

# Screening data (PubChem BioAssay)
